Assay outcomes deposited in PubChem BioAssay by Broad Institute.
TcdB inh: TcdB glycohydrolase inhibitors, primary screen, biochemical, single point, plate reader; inhibition, % at 9.99 µM; AID 652162, 2013; TcdB glycohydrolase enzymatic assay; 350,000 tested, 0.24% active; in the data active means inhibition above about 10%
Target sequence (P18177 whole entry, looked up): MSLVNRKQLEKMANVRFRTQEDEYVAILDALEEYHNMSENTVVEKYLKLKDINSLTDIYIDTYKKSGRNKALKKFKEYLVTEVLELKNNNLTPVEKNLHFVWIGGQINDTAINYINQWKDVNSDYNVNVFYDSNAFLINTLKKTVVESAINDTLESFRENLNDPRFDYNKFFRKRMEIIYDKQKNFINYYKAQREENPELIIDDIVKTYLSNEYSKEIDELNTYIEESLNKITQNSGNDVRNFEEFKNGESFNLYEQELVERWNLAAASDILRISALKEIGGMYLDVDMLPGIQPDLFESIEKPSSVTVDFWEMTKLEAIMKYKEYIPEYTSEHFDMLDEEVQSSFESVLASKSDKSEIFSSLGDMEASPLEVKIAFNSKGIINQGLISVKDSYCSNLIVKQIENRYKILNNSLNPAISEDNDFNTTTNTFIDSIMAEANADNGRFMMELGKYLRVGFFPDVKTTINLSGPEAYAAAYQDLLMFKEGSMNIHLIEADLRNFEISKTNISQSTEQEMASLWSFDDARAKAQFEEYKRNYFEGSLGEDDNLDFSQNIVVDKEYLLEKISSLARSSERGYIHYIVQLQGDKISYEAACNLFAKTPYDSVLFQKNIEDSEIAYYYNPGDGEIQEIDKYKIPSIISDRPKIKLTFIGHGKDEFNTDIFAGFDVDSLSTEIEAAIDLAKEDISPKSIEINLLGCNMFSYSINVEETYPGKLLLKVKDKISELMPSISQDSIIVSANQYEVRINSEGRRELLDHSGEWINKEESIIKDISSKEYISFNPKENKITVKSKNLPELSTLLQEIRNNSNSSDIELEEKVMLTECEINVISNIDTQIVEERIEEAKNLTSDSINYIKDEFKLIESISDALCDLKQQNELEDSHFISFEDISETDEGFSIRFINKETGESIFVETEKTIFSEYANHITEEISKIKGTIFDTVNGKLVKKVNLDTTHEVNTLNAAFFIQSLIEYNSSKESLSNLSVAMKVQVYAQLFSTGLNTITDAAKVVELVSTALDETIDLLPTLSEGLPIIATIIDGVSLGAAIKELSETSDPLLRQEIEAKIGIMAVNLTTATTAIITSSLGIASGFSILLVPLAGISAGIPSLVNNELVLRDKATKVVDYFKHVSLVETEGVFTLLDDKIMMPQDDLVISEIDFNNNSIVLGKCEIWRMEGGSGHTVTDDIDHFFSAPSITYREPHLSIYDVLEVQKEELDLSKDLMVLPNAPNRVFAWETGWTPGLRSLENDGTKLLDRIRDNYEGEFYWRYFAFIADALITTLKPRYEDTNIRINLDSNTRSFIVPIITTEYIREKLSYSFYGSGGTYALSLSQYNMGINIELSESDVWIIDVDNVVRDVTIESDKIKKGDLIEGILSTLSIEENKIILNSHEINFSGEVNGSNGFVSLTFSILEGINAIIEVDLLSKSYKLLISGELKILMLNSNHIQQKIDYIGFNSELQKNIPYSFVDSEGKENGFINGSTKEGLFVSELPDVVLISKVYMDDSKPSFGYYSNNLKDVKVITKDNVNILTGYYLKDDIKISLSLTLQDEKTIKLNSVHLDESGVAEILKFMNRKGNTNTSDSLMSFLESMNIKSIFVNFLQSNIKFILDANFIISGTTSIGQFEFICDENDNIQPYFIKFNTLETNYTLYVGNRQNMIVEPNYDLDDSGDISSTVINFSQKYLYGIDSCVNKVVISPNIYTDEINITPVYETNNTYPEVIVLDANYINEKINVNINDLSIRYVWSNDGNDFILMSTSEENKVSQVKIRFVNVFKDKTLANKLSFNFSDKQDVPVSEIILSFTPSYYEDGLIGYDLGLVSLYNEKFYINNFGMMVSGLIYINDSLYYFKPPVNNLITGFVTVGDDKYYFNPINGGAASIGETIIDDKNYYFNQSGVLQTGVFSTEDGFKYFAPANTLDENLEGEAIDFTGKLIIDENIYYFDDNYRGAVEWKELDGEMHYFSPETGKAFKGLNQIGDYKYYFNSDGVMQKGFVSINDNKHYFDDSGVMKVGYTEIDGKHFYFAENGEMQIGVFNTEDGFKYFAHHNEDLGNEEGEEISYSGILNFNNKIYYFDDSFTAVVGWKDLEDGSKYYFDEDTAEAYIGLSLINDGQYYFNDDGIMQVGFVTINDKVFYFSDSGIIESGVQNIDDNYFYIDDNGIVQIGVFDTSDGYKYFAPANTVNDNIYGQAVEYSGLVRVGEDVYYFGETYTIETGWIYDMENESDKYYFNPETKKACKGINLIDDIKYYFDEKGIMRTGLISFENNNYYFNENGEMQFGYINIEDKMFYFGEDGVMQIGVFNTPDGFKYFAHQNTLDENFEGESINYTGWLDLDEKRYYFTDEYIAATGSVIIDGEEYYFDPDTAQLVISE
The depositor's hits bear a star. Some of the compounds tested; the hit share may differ from the screen's.

SMILES	TcdB inh
CC(C)NC(=O)N[C@H]1CC[C@H](CCNS(=O)(=O)c2ccc(F)cc2)O[C@H]1CO	-0.4
CN(C)C(=O)C[C@@H]1C=C[C@@H](NC(=O)C2CCC2)[C@H](CO)O1	-1.8
COc1ccc(CN(C)C[C@@H]2Oc3ccc(NS(=O)(=O)c4cn(C)cn4)cc3C(=O)N([C@H](C)CO)C[C@H]2C)cc1	1.0
CN(C)CC(=O)N[C@H]1CC[C@@H](CCn2cc(C3CC3)nn2)O[C@H]1CO	-0.2
C[C@H]1CN([C@@H](C)CO)C(=O)c2cc(NC(=O)Cc3cn(C)c4ccccc34)ccc2O[C@H]1CN(C)CC1CCCCC1	0.0
C[C@@H]1CN([C@H](C)CO)C(=O)c2cc(NS(=O)(=O)c3cn(C)cn3)ccc2O[C@H]1CN(C)C(=O)Nc1cccc2ccccc12	-1.8
CNC[C@H]1Oc2ccc(NC(=O)NC(C)C)cc2CC(=O)N([C@H](C)CO)C[C@@H]1C	0.8
Cc1ccc(S(=O)(=O)N(C)C[C@@H]2Oc3ncccc3C(=O)N([C@H](C)CO)C[C@@H]2C)cc1	-1.0
O=C(NC1CCCCC1)N1CC2(C1)[C@@H](c1ccccc1)[C@@H](CO)N2CC1CCOCC1	-0.6
C[C@H]1CN([C@@H](C)CO)C(=O)c2cc(-c3ccc(F)cc3)cnc2O[C@H]1CN(C)C(=O)NC1CCCC1	0.7
CN(C)CC(=O)N[C@@H]1C=C[C@H](CC(=O)NCc2ccccc2F)O[C@@H]1CO	-0.8
CO[C@@H]1CN(C)C(=O)c2ccc(NC(=O)NC(C)C)cc2OC[C@@H](C)N(Cc2ccc(-c3ccccn3)cc2)C[C@H]1C	-0.2
CCS(=O)(=O)Nc1ccc2c(c1)C(=O)N(C)C[C@H](OC)[C@@H](C)CN(C(C)=O)[C@H](C)CO2	-0.2
O=C(C[C@@H]1CC[C@@H](NC(=O)Nc2ccc3c(c2)OCO3)[C@@H](CO)O1)NCc1ccc(F)cc1	-0.2
O=C(N[C@H]1CC[C@@H](CC(=O)N2CCC(Cc3ccccc3)CC2)O[C@@H]1CO)c1cnccn1	-1.0
CN(C)C(=O)C[C@@H]1CC[C@H]2[C@H](COc3ccc(NC(=O)Nc4cccc(Cl)c4)cc3C(=O)N2C)O1	-0.2
CN1CCN(C(=O)C[C@@H]2CC[C@H]3[C@@H](COC[C@H](O)CN3CC3CC3)O2)CC1	-0.4
O=C(C[C@H]1C=C[C@H](NC(=O)c2ccccc2)[C@@H](CO)O1)NCCc1ccncc1	0.6
C[C@H](CO)N1C[C@H](C)[C@@H](CN(C)C(=O)Nc2ccc(C(F)(F)F)cc2)OCCCC[C@H](C)Oc2ccc(NS(=O)(=O)c3cccs3)cc2C1=O	0.0
CN1[C@@H]2c3ccc(-c4ccncc4)c(=O)n3C[C@H]1[C@H](CO)[C@H]2C(=O)NCC1CCCCC1	-1.8
CC(C)C#Cc1ccc2c(c1)O[C@H](CN(C)C(=O)c1ccncc1)[C@H](C)CN([C@H](C)CO)S2(=O)=O	2.1
CN(C)C(=O)C[C@H]1CC[C@H]2[C@@H](COc3ccc(NC(=O)C4CCCC4)cc3C(=O)N2C)O1	0.1
CCNC(=O)C[C@H]1CC[C@@H]2[C@@H](COc3ccc(NC(=O)c4cscn4)cc3C(=O)N2C)O1	-11
COc1ccccc1NC(=O)N[C@@H]1CC[C@H](CCNC(=O)c2ccc3c(c2)OCO3)O[C@H]1CO	-1.0
Cn1cnc(CCNC(=O)C[C@@H]2CC[C@H]3[C@@H](COC[C@H](O)CN3C(=O)Nc3ccc(Cl)cc3)O2)c1	0.2
NCC[C@H]1CC[C@H](NC(=O)C2CCC2)[C@@H](CO)O1	0.3
CO[C@@H]1CN(C)C(=O)c2ccc(NC(=O)c3cc(C)on3)cc2OC[C@H](C)N(C(=O)C2CC2)C[C@H]1C	0.9
C[C@@H]1CN([C@@H](C)CO)C(=O)c2cc(NS(=O)(=O)c3cccs3)ccc2O[C@H]1CN(C)C	-0.8
COc1ccc(NC(=O)N(C)C[C@H]2OCCCC[C@H](C)Oc3ccc(NC(=O)NC(C)C)cc3C(=O)N([C@@H](C)CO)C[C@@H]2C)cc1	0.3
C[C@@H]1CCCCO[C@@H](CN(C)S(C)(=O)=O)[C@H](C)CN([C@@H](C)CO)C(=O)c2cc(NS(=O)(=O)c3ccccc3)ccc2O1	-1.3
C[C@H](CO)N1C[C@H](C)[C@H](CN(C)C(=O)Cc2ccccn2)Oc2cc(-c3ccc(C(=O)N(C)C)cc3)ccc2S1(=O)=O	-1.0
COc1ccc([Si](C)(C)[C@@H]2[C@@H](CC(=O)N3Cc4ccccc4C[C@H]3CO)O[C@]3(C(=O)N(C)c4c(Br)cc(C)cc43)[C@H]2C)cc1	0.6
CN(C)C(=O)c1ccc(-c2cccc(-c3nc(C(=O)NC4CCCC4)cc4c3[C@H](CCO)N([S@@](=O)C(C)(C)C)C4)c2)cc1	0.3
C[C@@H]1CN([C@H](C)CO)C(=O)c2cccc(NC(=O)Nc3ccc4c(c3)OCO4)c2O[C@H]1CN(C)S(C)(=O)=O	-1.4
O=C(C[C@@H]1CC[C@H](NC(=O)c2cccc(F)c2)[C@H](CO)O1)NCCN1CCCC1	-0.6
C[C@@H]1CN([C@H](C)CO)C(=O)c2cc(C#Cc3ccc(F)cc3)cnc2O[C@@H]1CN(C)C(=O)Nc1ccc(F)cc1	-2.2
CO[C@@H]1CN(C)C(=O)c2ccc(NC(=O)c3nc4ccccc4s3)cc2OC[C@@H](C)N(Cc2cncnc2)C[C@H]1C	1.3
Cc1ccccc1S(=O)(=O)N1[C@H](C#N)[C@@H](c2ccccc2)[C@H]1CO	-0.5
C[C@@H]1CN([C@@H](C)CO)C(=O)Cc2cc(NC(=O)c3ccncc3)ccc2O[C@H]1CN(C)Cc1ccc2c(c1)OCO2	-0.7
COCC(=O)N1CC2(C1)CN(S(C)(=O)=O)[C@H](CO)c1[nH]c3cc(OC)ccc3c12	0.8
CCC(=O)N1CC2(CCN(C(C)=O)CC2)c2c([nH]c3cc(OC)ccc23)[C@@H]1CO	0.9
CC(C)C#Cc1cnc2c(c1)C(=O)N([C@@H](C)CO)C[C@@H](C)[C@@H](CN(C)Cc1ccccc1F)O2	1.1
C[C@H](CO)N1C[C@H](C)[C@@H](CN(C)C(=O)C2CCC2)Oc2cc(C#Cc3ccncc3)ccc2S1(=O)=O	1.0
C[C@@H]1CN([C@@H](C)CO)S(=O)(=O)c2ccc(C3=CCCCC3)cc2O[C@@H]1CN(C)C(=O)Cc1ccccc1	0.5
CCCNC(=O)[C@H]1[C@H](CO)[C@H]2Cn3c(ccc(-c4ccc(F)cc4)c3=O)[C@@H]1N2CC	1.3
CCC(=O)N1CC[C@H]2[C@H](CO)Nc3ccc(C#Cc4cccnc4)cc3[C@H]21	-0.1
CCCNC(=O)C[C@H]1CC[C@@H]2[C@H](COc3ccc(NC(=O)Cc4ccccc4)cc3C(=O)N2C)O1	1.1
O=C(C[C@H]1C=C[C@@H](NC(=O)C2CC2)[C@@H](CO)O1)NC1CCC1	-0.7

As entered above:
Reading for COCC(=O)N1CC2(C1)CN(S(C)(=O)=O)[C@H](CO)c1[nH]c3cc(OC)ccc3c12 in TcdB inh: 0.8
Reading for CO[C@@H]1CN(C)C(=O)c2ccc(NC(=O)c3nc4ccccc4s3)cc2OC[C@@H](C)N(Cc2cncnc2)C[C@H]1C in TcdB inh: 1.3

In a second layout: 2 of the compounds above
CCCNC(=O)[C@H]1[C@H](CO)[C@H]2Cn3c(ccc(-c4ccc(F)cc4)c3=O)[C@@H]1N2CC
  TcdB inh = 1.3

CCCNC(=O)C[C@H]1CC[C@@H]2[C@H](COc3ccc(NC(=O)Cc4ccccc4)cc3C(=O)N2C)O1
  TcdB inh = 1.1

Following part.
SMILES	TcdB inh
O=C(C[C@@H]1C=C[C@H](NC(=O)Nc2ccc(F)cc2)[C@H](CO)O1)NCc1ccccn1	0.8
COc1cccc(C#Cc2ccc([C@H]3[C@H](CO)N4C(=O)CN(S(=O)(=O)c5ccccc5C)C[C@@H]34)cc2)c1	-0.4
COc1cccc(C#Cc2ccc([C@@H]3[C@H](CO)N4C(=O)CN(C(=O)Cc5cccnc5)C[C@@H]34)cc2)c1	-6.0
C[C@H]1CN([C@@H](C)CO)S(=O)(=O)c2ccc(C3=CCCCC3)cc2O[C@@H]1CN(C)C(=O)C1CC1	0.2
C[C@@H]1CCCCO[C@H](CN(C)Cc2ccc(Cl)c(Cl)c2)[C@H](C)CN([C@@H](C)CO)C(=O)c2cc(NC(=O)C3CCCCC3)ccc2O1	0.9
C[C@@H]1CCCCO[C@H](CN(C)C(=O)c2ccccc2)[C@H](C)CN([C@@H](C)CO)C(=O)c2cc(NS(=O)(=O)c3ccc(F)cc3)ccc2O1	0.3
CC(C)NC(=O)Nc1cccc2c1O[C@H](CN(C)Cc1ccc(Oc3ccccc3)cc1)[C@@H](C)CN([C@@H](C)CO)C2=O	-1.0
C[C@H]1CN([C@@H](C)CO)S(=O)(=O)c2ccc(-c3ccc(C#N)cc3)cc2O[C@H]1CN(C)C	0.7
C[C@@H]1CN([C@H](C)CO)C(=O)c2cccc(NC(=O)NC3CCCCC3)c2O[C@@H]1CN(C)Cc1ccc(C(=O)Nc2ccccc2N)cc1	0.7
CO[C@@H]1CN(C)C(=O)c2cc(NC(=O)Nc3c(C)noc3C)ccc2OC[C@@H](C)N(C(=O)Nc2cccc(Cl)c2)C[C@H]1C	-0.2
C[C@@H]1CN([C@@H](C)CO)C(=O)CCCn2nncc2CO[C@@H]1CN(C)Cc1ccc(-c2ccccc2)cc1	-0.1
C[C@@H]1CN([C@@H](C)CO)C(=O)c2ccccc2-c2ccccc2CO[C@H]1CN(C)C(=O)[C@@H](Cc1ccccc1)N(C)C	-0.3

Molecules above containing a Cl atom:
SMILES	TcdB inh
CN(C)C(=O)C[C@@H]1CC[C@H]2[C@H](COc3ccc(NC(=O)Nc4cccc(Cl)c4)cc3C(=O)N2C)O1	-0.2
Cn1cnc(CCNC(=O)C[C@@H]2CC[C@H]3[C@@H](COC[C@H](O)CN3C(=O)Nc3ccc(Cl)cc3)O2)c1	0.2
C[C@@H]1CCCCO[C@H](CN(C)Cc2ccc(Cl)c(Cl)c2)[C@H](C)CN([C@@H](C)CO)C(=O)c2cc(NC(=O)C3CCCCC3)ccc2O1	0.9
CO[C@@H]1CN(C)C(=O)c2cc(NC(=O)Nc3c(C)noc3C)ccc2OC[C@@H](C)N(C(=O)Nc2cccc(Cl)c2)C[C@H]1C	-0.2

New compounds follow:
SMILES	TcdB inh
COc1ccc(NC(=O)N(C)C[C@H]2OCCCC[C@H](C)Oc3ccc(NC(=O)C4CCCCC4)cc3C(=O)N([C@@H](C)CO)C[C@@H]2C)cc1	-6.6
COc1ccc(CN(C)C[C@@H]2OCCCC[C@@H](C)Oc3ccc(NS(=O)(=O)c4c(C)noc4C)cc3C(=O)N([C@@H](C)CO)C[C@@H]2C)cc1	-0.3
O=C(c1ccccc1)N1C[C@@H]2[C@H](c3ccccc31)[C@@H](CO)N2S(=O)(=O)c1ccccc1	-0.7
CCNC(=O)C[C@@H]1CC[C@@H]2[C@H](COc3ccc(NC(=O)Nc4ccccc4Cl)cc3C(=O)N2C)O1	0.6
CCCN(C)C[C@H]1Oc2cc(-c3cccc(C#N)c3)ccc2S(=O)(=O)N([C@@H](C)CO)C[C@H]1C	0.5
CN(C)C(=O)[C@H]1[C@H](CO)[C@H]2Cn3c(ccc(C4=CCCCC4)c3=O)[C@H]2N1C(=O)c1ccccc1F	0.4
COc1ccccc1NC(=O)N1C[C@@H](O)COC[C@@H]2O[C@@H](CC(=O)NCCc3ccncc3)CC[C@H]21	1.5
C[C@@H]1CN([C@H](C)CO)C(=O)c2cccc(NC(=O)NC3CCCCC3)c2O[C@@H]1CN(C)CC1CCCCC1	1.8
O=C(C[C@H]1CC[C@H]2[C@@H](COC[C@@H](O)CN2S(=O)(=O)c2ccccc2)O1)NCc1ccc2c(c1)OCO2	0.4
COc1ccc(S(=O)(=O)Nc2ccc3c(c2)C(=O)N(C)C[C@@H](OC)[C@@H](C)CN[C@@H](C)CO3)cc1	-0.5
C[C@H](CO)N1C[C@H](C)[C@H](CN(C)C(=O)CN(C)C)Oc2ncc(C#CC3(O)CCCC3)cc2C1=O	-0.7
CC(C)NC(=O)N(C)C[C@@H]1OCCCC[C@H](C)Oc2ccc(NC(=O)C3CCCCC3)cc2C(=O)N([C@@H](C)CO)C[C@H]1C	0.5
CCCN1C[C@H](C)[C@H](OC)CN(C)C(=O)c2ccc(NS(C)(=O)=O)cc2OC[C@@H]1C	-0.3
Cc1ccc(-c2cnc3c(c2)C(=O)N([C@@H](C)CO)C[C@@H](C)[C@H](CN(C)C(=O)c2ccncc2)O3)cc1	-0.6
O=C(C[C@H]1CC[C@H]2[C@@H](COC[C@H](O)CN2Cc2cc(F)cc(F)c2)O1)NC1CCC1	-0.5
C[C@@H]1CN([C@@H](C)CO)C(=O)c2cc(-c3ccccc3F)cnc2O[C@@H]1CN(C)C(=O)C1CCOCC1	2.3
Cc1ccc(S(=O)(=O)N(C)C[C@@H]2Oc3ccc(NC(=O)Nc4ccccc4)cc3C(=O)N([C@@H](C)CO)C[C@@H]2C)cc1	0.0
COc1cccc(C#Cc2ccc([C@H]3[C@@H](CO)N4C(=O)CN(C(=O)Cc5cccnc5)C[C@@H]34)cc2)c1	0.5
C[C@H](CO)N1C[C@H](C)[C@H](CN(C)C(=O)NC2CCCCC2)Oc2ccc(NC(=O)Nc3cccc4ccccc34)cc2CC1=O	-2.5
COc1ccc2c3c(n(C)c2c1)[C@@H](CO)N(Cc1ccncc1)CC31CCN(C(=O)Nc2cccc(F)c2)CC1	-4.2
C[C@@H]1CN([C@@H](C)CO)C(=O)c2cc(N(C)C)ccc2O[C@@H](C)CCCCO[C@H]1CN(C)S(C)(=O)=O	-12
C[C@@H]1CN([C@@H](C)CO)C(=O)c2cccc(NS(=O)(=O)c3cccs3)c2O[C@@H]1CN(C)C(=O)Nc1cccc2ccccc12	-0.4
